bovine MsrA act = bovine methionine sulfoxide reductase A activation; purified bovine MsrA, absorbance read-out; activation, % at 10.6 µM; 360,000 compounds, 0.3% hits; AID 602163; in the data active = activation above about 7.5%;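 also: 0% = vehicle and 100% = reference activator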
Rin1-Abl PPI inh = inhibitors of human Rin1-Abl protein interaction | inhibition, % at 7.35 µM | P00519+Q13671 | 360,000 compounds, 0.4% hits | AID 588664 | TR-FRET Rin1/Abl binding, biochemical; in the data active = inhibition above about 5%, passing the limit was not always enough
MsrA inhibitor = inhibits bovine methionine sulfoxide reductase A; inhibition, % at 15.5 µM; 360,000 compounds, 0.75% hits; purified bovine MsrA, absorbance read-out; AID 651718; in the data active = inhibition above about 4.5%;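 also: 0% = vehicle wells with enzyme and 100% = reference inhibitor wells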
FAS-TE inh = FAS thioesterase (human) inhibition; 360,000 compounds, 0.67% hits; recombinant FAS-TE, OMFH fluorogenic substrate, fluorescence endpoint; P49327; inhibition, % at 15 µM; AID 602261;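 active = compounds whose normalised, plate-corrected inhibition of enzyme fluorescence in the single-dose primary screen is 50% or more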;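 also: 0% = DMSO with enzyme and 100% = substrate without enzyme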
E coli Lon inh = inhibitors of E. coli Lon protease; P0A9M0; 360,000 compounds, 0.42% hits; inhibition, % at 7.94 µM; purified E. coli Lon protease, fluorescence polarization; AID 602123; in the data active = inhibition above about 13%, passing the limit was not always enough;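 also: 0% = enzyme with probe and DMSO and 100% = no enzyme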
SKN-1 inh = blocks SKN-1 activity in C. elegans | 360,000 compounds, 0.49% hits | AID 624304 | inhibition, % at 21.8 µM | C. elegans VP596 Pgst-4::GFP/RFP ratio, acrylamide-induced, 24 h;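 active = interference check ratio from 0.5 to 1.5 plus GFP to RFP signal ratio inhibition reaching or exceeding a fixed threshold, cut at about 30% in these data, passing the limit was not always enough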; also: some compounds called inactive have numbers as strong as hits
Neddylation inh = blocks human cullin neddylation; TR-FRET cullin neddylation, biochemical; calls only at 25 µM; 360,000 compounds, 0.58% hits; in the data active = inhibition above about 36%
Target sequence (P61081 whole entry, looked up): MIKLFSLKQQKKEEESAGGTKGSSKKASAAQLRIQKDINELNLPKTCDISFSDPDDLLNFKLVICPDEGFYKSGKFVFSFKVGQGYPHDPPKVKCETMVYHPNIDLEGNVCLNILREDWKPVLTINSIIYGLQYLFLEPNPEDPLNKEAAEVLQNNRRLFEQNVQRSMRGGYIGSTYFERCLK
Target sequence (Q13564 whole entry, looked up): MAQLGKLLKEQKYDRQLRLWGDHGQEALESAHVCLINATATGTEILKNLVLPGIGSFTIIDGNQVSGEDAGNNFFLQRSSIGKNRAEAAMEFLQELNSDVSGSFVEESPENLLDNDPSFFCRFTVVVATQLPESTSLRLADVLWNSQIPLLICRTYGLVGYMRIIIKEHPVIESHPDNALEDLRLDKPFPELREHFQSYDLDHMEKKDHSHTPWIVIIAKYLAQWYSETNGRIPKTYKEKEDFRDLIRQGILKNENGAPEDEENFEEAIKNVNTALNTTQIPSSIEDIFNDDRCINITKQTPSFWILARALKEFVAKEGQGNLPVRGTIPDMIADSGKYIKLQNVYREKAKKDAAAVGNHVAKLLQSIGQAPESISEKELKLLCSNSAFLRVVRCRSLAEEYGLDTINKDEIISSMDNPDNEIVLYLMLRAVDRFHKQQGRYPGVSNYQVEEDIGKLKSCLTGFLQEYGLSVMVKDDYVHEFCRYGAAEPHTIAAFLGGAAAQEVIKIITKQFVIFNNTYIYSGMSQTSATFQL
NRP1-CendR mod = modulators of CendR peptide binding to human neuropilin-1. 360,000 compounds, 0.85% hits. O14786. inhibition, % at 25 µM. AID 602438. FAM-RPARPAR peptide binding to NRP-1, fluorescence polarization;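 active = inhibition or corrected inhibition above about 18%, plus a signal ratio from 0.5 to 1.5, limit read from the data, passing the limit was not always enough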; also: strong numbers were not always called active
MT1-MMP act inh = blocks activation of human MT1-MMP | GFP/RFP ratio change, % at 20 µM | P50281 | HT1080 RFP-PRO-GFP cells, GFP/RFP ratio fluorescence, overnight; percent of plate control window, DMSO zero | 360,000 compounds, 0.061% hits;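 active = GFP/RFP ratio change of at least 30% with cell ATP level not reduced by more than half and red fluorescence within 50% of control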; also: strong numbers were not always called active
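Material: RFP-PRO-GFP reporter HT1080 cells. Dosing: single-point 20 µM compound, 1% DMSO. Controls: DMSO and RFP-L50D-GFP cell wells. Timing: cells overnight before dosing, compound overnight, 37 °C, 5% CO2. Measure: GFP/RFP fluorescence ratio.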
Active calls of the source: *; i = inactive; . = no result given. Rows were taken by chance. About 4.2% of those tested had a hit in this group.

SMILES	bovine MsrA act	Rin1-Abl PPI inh	MsrA inhibitor	FAS-TE inh	E coli Lon inh	SKN-1 inh	Neddylation inh	NRP1-CendR mod	MT1-MMP act inh
COCCCN1C(=O)C(CC(=O)NCCc2ccccn2)CC(C(=O)N(C(C)C)C(C)C)=C1C (configuration not stated)	-5.3	3.9	0.1	-6.3	-5.2	4.4	i	2.3	0.3
Cc1ccc(NC(=O)CN2C(=O)S/C(=C\c3ccc(OCC(=O)O)c(Br)c3)C2=O)cc1	-1.5	2.3	-0.1	-3.6	5.1	9.4	i	-41.3	-2.0
CCOc1ccc(CN2CCNC(=O)C2CC(=O)OC)cc1 (configuration not stated)	-1.6	1.5	1.5	-3.5	-0.6	-4.5	i	-14.3	-1.4
CC(=O)Nc1cc(C(C)C)c(O)c(C(C)C)c1	-10.9	3.3	-0.6	-5.7	5.7	25.6	i	-0.1	2.4
O=S(=O)(c1cccs1)N1CCN(c2ccccc2F)CC1	-3.4	1.1	-0.5	9.1	5.6	-9.5	i	9.6	-2.1
CN(C(=O)c1cccc(NC(=O)Cc2cccc([N+](=O)[O-])c2)c1)C1CC1	-2.0	1.3	-1.5	17.9	-2.4	-9.4	i	-8.6	0.7
CCCCn1c(N)c(N(CCOC)C(=O)CCNC(=O)NC23CC4CC(CC(C4)C2)C3)c(=O)[nH]c1=O	-1.4	2.0	0.2	-1.9	-10.7	1.3	i	-9.2	-0.1
CC(Sc1nnc(-c2ccccc2F)n1C)C(=O)Nc1ccc(N2CCOCC2)cc1 (configuration not stated)	.	.	0.2	-8.2	.	10.9	i	-9.9	1.8
COc1ccc(OC)c(NC(=O)C2CCCN(S(=O)(=O)c3cccc4nonc34)C2)c1 (configuration not stated)	-2.6	-0.4	-0.2	-9.4	6.4	7.6	i	-4.7	9.8
Cc1ccc(-c2nn(-c3ccccc3)cc2/C=C/C(=O)Nc2cccc(S(N)(=O)=O)c2)cc1	-2.5	1.4	1.8	16.6	-12.0	-3.1	.	-3.1	-2.2
COc1ccc(S(=O)(=O)Nc2ccccc2C(=O)NCc2ccco2)cc1Br	-3.3	-1.3	-0.5	9.2	-3.5	5.9	i	-16.8	-0.2
O=c1[nH]c(NC2CCCCC2)c([N+](=O)[O-])c(=O)[nH]1	-2.2	-1.0	1.8	-11.0	-15.1	8.9	i	-3.1	1.3
COc1ccccc1/C=C/C(=O)NC(=S)N1CCOCC1	-5.3	0.3	2.0	-3.3	3.9	4.3	i	-3.0	2.1
CC(C)[C@H](NC(=O)N1CC(=O)Nc2ccccc21)C(=O)N[C@@H](C(=O)O)c1ccccc1	-4.0	-0.9	2.0	-3.6	0.7	-4.3	i	-1.7	-3.8
O=C(COC(=O)C1CC1)Nc1cccc(Cl)c1	-0.6	-0.2	-0.6	-2.1	-4.8	9.0	i	-1.0	-4.4

Some of these compounds in order of molar mass, lowest first:
SMILES	bovine MsrA act	Rin1-Abl PPI inh	MsrA inhibitor	FAS-TE inh	E coli Lon inh	SKN-1 inh	Neddylation inh	NRP1-CendR mod	MT1-MMP act inh
O=c1[nH]c(NC2CCCCC2)c([N+](=O)[O-])c(=O)[nH]1	-2.2	-1.0	1.8	-11.0	-15.1	8.9	i	-3.1	1.3
COc1ccc(S(=O)(=O)Nc2ccccc2C(=O)NCc2ccco2)cc1Br	-3.3	-1.3	-0.5	9.2	-3.5	5.9	i	-16.8	-0.2
COCCCN1C(=O)C(CC(=O)NCCc2ccccn2)CC(C(=O)N(C(C)C)C(C)C)=C1C (configuration not stated)	-5.3	3.9	0.1	-6.3	-5.2	4.4	i	2.3	0.3

Continued.
SMILES	bovine MsrA act	Rin1-Abl PPI inh	MsrA inhibitor	FAS-TE inh	E coli Lon inh	SKN-1 inh	Neddylation inh	NRP1-CendR mod	MT1-MMP act inh
Oc1ccc2ccccc2c1CN1CC2CCC(CC2)C1	-3.2	2.6	1.4	-1.0	-4.8	14.2	i	3.6	1.4
COC(=O)c1cc(COC(=O)COc2ccc(C)c(C)c2)oc1C	-1.0	0.1	0.6	14.7	0.7	4.8	i	10.0	0.7
CCOC(=O)Cn1nnnc1CN(Cc1ccc(OC)cc1)Cc1cc2cc(C)ccc2[nH]c1=O	1.4	-0.7	0.3	-2.9	-11.9	12.5	i	1.7	-0.6
Cc1ccc(C(=O)COC(=O)CCN2C(=O)C3C4C=CC(C5CC45)C3C2=O)cc1 (configuration not stated)	-1.8	2.9	-0.9	6.4	-2.8	0.7	i	-6.7	0.8
Cc1ccc(S(=O)(=O)C(C)C(=O)c2ccc3c(c2)OCCO3)cc1 (configuration not stated)	-2.8	-10.2	1.6	-0.9	1.9	20.2	i	0.6	-0.4
Cc1cccc(C2=N/C(=C\c3cccnc3)C(=O)O2)c1	-2.7	1.3	1.0	5.8	-3.5	14.9	i	-7.3	-4.7
C[C@H](CO)N1C[C@H](C)[C@@H](CN(C)S(=O)(=O)c2ccc(C#N)cc2)OCc2cn(nn2)CCCC1=O	-2.8	-0.9	0.3	-6.3	-11.6	-3.1	i	-9.7	1.1
Cc1ccc(CN(Cc2ccccn2)C(=O)Nc2ccc(C)c(C)c2)cc1	-2.4	1.6	0.8	8.9	-8.5	16.6	i	2.4	-2.0
CN(CC(=O)Nc1ccc(N2CCOCC2)cc1)C(=O)CCCOc1ccc(Cl)cc1Cl	-0.9	11.5*	0.3	2.9	-16.1	5.6	i	-7.7	-4.0
CC(=O)c1ccccc1N(C(=O)c1ccco1)C(C(=O)NC1CCCC1)c1ccc(N2CCOCC2)cc1 (configuration not stated)	-3.5	1.9	-0.4	0.3	-1.0	-5.5	i	-9.4	-9.5
Cc1nnsc1SCCNC(=O)c1ccc(F)cc1	-4.0	2.5	-0.9	-11.5	-6.2	-3.8	i	-6.5	6.5
CSc1nc2ccccc2c(=O)n1Cc1ccc(F)cc1	-1.9	-2.1	1.1	32.2	8.0	1.4	i	1.5	-11.6
COc1cc(NC(=O)c2cc(-c3ccccc3)on2)cc(OC)c1OC	-2.6	1.7	0.1	12.9	-14.6	-8.8	i	-15.1	-2.6
Cc1cccc(C)c1NC(=S)N1CCC(c2ccccc2)C1 (configuration not stated)	-1.9	-0.7	0.0	3.8	1.2	12.3	i	7.4	0.4
CC1CCN(C(=O)c2ccc(CNS(=O)(=O)c3ccc(C(C)(C)C)cc3)cc2)CC1	-0.1	0.8	-1.1	19.7	-17.6	-4.3	i	-1.2	2.9
CCOc1ccc(-c2nc(C#N)c(NCc3ccco3)o2)cc1	-11.7	4.4	-1.2	19.1	3.9	-4.7	i	-2.8	8.9
Cc1ccnc(NC(=O)CNC(=O)c2ccccc2)c1	-3.1	-0.3	0.2	-4.9	9.8	10.8	i	-14.6	-2.9
CCOC(=O)c1ccc(NC(=O)CC2C(=O)OCCN2CC)cc1 (configuration not stated)	-4.7	0.3	3.8	-4.8	-2.8	10.3	i	-6.2	5.3
COC(=O)c1cc2c(n(Cc3ccccc3)c1=O)CCCC2=O	-4.4	-2.1	1.2	-7.5	-12.4	3.3	i	-0.9	-1.1
Cc1cccc(C(=O)NC(=O)Nc2c(C)cc(C)nc2C)c1	-5.2	-1.7	1.1	-8.9	-1.4	8.7	i	-6.0	2.4
NC(Cc1ccc(C(F)(F)F)cc1)c1csc(Nc2ccc(C(=O)c3ccccc3)cc2)n1 (configuration not stated)	-4.2	-5.0	-1.0	-43.1	-2.9	-1.8	.	-2.7	-13.1
CCCCCCCCN1C(=O)[C@H](CC(=O)NCCc2ccccc2OC)C[C@@]2(C(=O)OCC)CCC=C12	.	.	0.3	.	.	-0.3	i	-10.4	-0.6
CC(C)(C)c1ccc(NC(=O)c2cc(C3CCCN(S(=O)(=O)c4cccc5cccnc45)C3)on2)cc1 (configuration not stated)	-1.7	2.5	2.1	21.7	1.9	12.5	i	1.8	1.5
Cc1cc2cc(CNC(=S)Nc3ccc(OC(F)(F)F)cc3)ccc2[nH]1	-0.5	6.1*	0.0	2.5	-2.2	29.9	i	4.4	15.0
COc1ccc(OC)c(S(=O)(=O)N2CCCC2C(=O)NC(C)c2ccccc2)c1 (configuration not stated)	-0.7	-1.1	0.4	2.4	-2.3	-3.6	i	4.4	-6.0
O=S1(=O)CC(O)C(N=Nc2c(O)n(Cc3ccccc3)c3ccccc23)C1 (configuration not stated)	-1.1	-0.4	0.2	-3.0	-6.8	7.2	i	-4.5	1.2
CCOC(=O)N1CCN(C(=O)c2cc3c(s2)-c2ccccc2OC3)CC1	0.5	-6.4	2.7	7.0	-2.6	8.7	.	-18.6	2.0
CCCCC1NC(C(=O)O)CS1 (configuration not stated)	-5.3	1.7	0.6	-6.6	-10.4	1.3	i	-3.8	-5.3
C#CCOCCOCCOCCNc1nc(N2CCN(C(=O)[C@H]([C@@H](C)CC)n3cc(CCCCN)nn3)CC2)nc(N2CCN(C(=O)[C@H](C)n3cc(CCC(=O)O)nn3)CC2)n1	-2.0	0.6	-0.4	-3.5	-1.3	2.4	i	3.2	0.1
Cc1ccc(S(=O)(=O)NCC(=O)N(CC(=O)NCC2CCCO2)c2cccc(F)c2)cc1 (configuration not stated)	-1.5	2.5	1.5	-4.4	3.1	4.9	i	-1.1	-0.9

Results in MsrA inhibitor, for some of the entries so far:
compound | MsrA inhibitor
CCCCC1NC(C(=O)O)CS1 (configuration not stated) | 0.6
C#CCOCCOCCOCCNc1nc(N2CCN(C(=O)[C@H]([C@@H](C)CC)n3cc(CCCCN)nn3)CC2)nc(N2CCN(C(=O)[C@H](C)n3cc(CCC(=O)O)nn3)CC2)n1 | -0.4
Cc1ccc(S(=O)(=O)NCC(=O)N(CC(=O)NCC2CCCO2)c2cccc(F)c2)cc1 (configuration not stated) | 1.5

Next part.
SMILES	bovine MsrA act	Rin1-Abl PPI inh	MsrA inhibitor	FAS-TE inh	E coli Lon inh	SKN-1 inh	Neddylation inh	NRP1-CendR mod	MT1-MMP act inh
CNC(=O)CC1C(=O)N(C)C(=S)N1NC(=O)c1ccccc1 (configuration not stated)	-1.8	-2.6	-0.3	-2.2	6.8	21.2	i	8.0	4.3
O=C(Nc1nc(-c2cccs2)cs1)c1cccc(S(=O)(=O)N2CCCCC2)c1	-3.9	-1.2	4.1	20.0	2.4	0.7	i	-7.4	-19.0
Cc1ccc(N2C(=O)NC(NC(=O)C(C)(C)C)(C(F)(F)F)C2=O)cc1 (configuration not stated)	2.1	0.6	0.3	-10.6	-1.2	2.9	i	-5.8	-3.5
Cc1noc(C)c1C(=O)NNc1cc(Cl)ccc1Cl	-7.7	-0.3	-0.1	-4.6	1.0	9.3	i	13.8	-2.3
COc1cccc(C(=O)NCCS(=O)(=O)NCCc2ccc(OC)c(OC)c2)c1	0.3	0.8	-0.1	-5.1	-2.5	7.0	i	-1.3	-3.0
N=c1n(CC(=O)c2ccc(Br)s2)c2ccccc2n1Cc1ccccc1	0.4	-3.3	-0.4	40.3	-3.0	2.5	i	-3.2	0.7
COc1ccc(C(C(=O)NC(C)(C)C)N(Cc2ccc(F)cc2)C(=O)CCC(=O)Nc2cc(C)on2)cc1 (configuration not stated)	-1.2	3.6	-1.1	4.2	-17.4	-0.4	i	0.0	-0.8
CC(NCC(O)COCc1ccc(Cl)cc1)c1ccccc1 (configuration not stated)	-3.0	3.6	0.8	4.8	-1.5	2.5	i	3.5	4.3
O=C(O)Cc1csc2ccccc12	2.1	-4.0	0.5	-2.8	1.3	1.2	i	11.5	3.7
Cc1cc(C)n(-c2ccc(NC(=O)C3CCN(Cc4ccc(C)o4)CC3)cc2)n1	-4.1	3.7	0.6	-6.5	9.8	-26.1	i	-5.9	0.8
COC(=O)C1=C(C(=O)c2ccccc2)C(c2ccc(O)c(OC)c2)n2nnnc2N1 (configuration not stated)	0.4	-0.8	0.7	-5.3	-4.9	1.4	i	-6.2	-6.5
